Tau ThT inhib – tau fibrillization inhibition (ThT binding) | Potency, µM (series often up to 57.4 µM), for the others: top-dose activity, negative = inhibition, actives largely listed as inhibitors | hit rate 2.1% among 270,000 | P10636 | recombinant tau K18 P301L, heparin-induced fibrillization, ThT fluorescence; note: nearly all actives have a fitted effect of over 55% in size
Target sequence (P10636 561-689 P618L limits assumed): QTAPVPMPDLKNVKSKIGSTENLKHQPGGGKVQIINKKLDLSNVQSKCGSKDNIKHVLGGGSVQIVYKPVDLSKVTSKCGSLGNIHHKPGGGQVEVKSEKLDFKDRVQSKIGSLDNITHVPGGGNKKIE
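Heparin-induced fibrillization of the P301L-mutant K18 repeat-domain fragment of human tau was followed by ThT binding in quantitative high-throughput format.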
Tau FP inhib – tau fibrillization inhibition (FP); AID 1468; Potency, µM (titrated, usually from 57.7 µM), for inactives: at the top dose activity, negative = inhibition, usual class: inhibitors; hit rate 0.39% among 280,000; K18 P301L tau heparin fibrillization, Alexa594 FP, 6 h; P10636; note: nearly all actives have a fitted effect of over 55% in size
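Human tau K18 […] P301L fragment, 15 uM unlabeled plus 0.24 uM Alexa 594-labeled tau (final), with compound and 20 uM heparin in 100 mM sodium acetate pH 7; 6 hr at 37 C, then Alexa 594 FP read.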
Tau fluor cs – counter-screen for tau fibril formation inhibitors; tau K18 P301L Alexa594 fluorescence, heparin fibrillization; Potency, µM (series often up to 57.7 µM), without a hit: at the highest dose activity change, negative = decrease; hit rate 0.93% among 280,000; AID 1463; note: nearly all actives have a fitted effect of over 55% in size
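Human tau K18 P301L (15 uM unlabeled, 0.24 uM Alexa 594-labeled) in 100 mM sodium acetate pH 7 with 20 uM heparin, 6 hr at 37 C. ThT 30 uM added, 1 hr ambient; Alexa 594 FP and total fluorescence read at 555/632 nm.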
* hit, by the source's call; ? = inconclusive; [ ] = remark or other dose. Calls come from the whole dose curve; as a rule, active = well fitted curve in the direction sought with a large enough effect; inconclusive = small, poorly fitted or top-dose-only effect, or another doubt; inactive = no such curve, though single readings can be large; an effect the other way counts as inactive or inconclusive. % is set by controls: 0 for no effect and ±100 for the full control effect; potency is the fitted concentration of half-maximal effect. Not all compounds are listed; rates above refer to the full screens.

The opening 4 records, ahead of the listing:
SMILES	Tau ThT inhib	Tau FP inhib	Tau fluor cs
Cc1cc2nc(NC(=O)c3ccc(S(=O)(=O)N4CCOCC4)cc3)sc2cc1C	3%	-9%	-15%
COc1ccccc1CCNC(=O)C1CCN(c2nc3ccccc3nc2C(F)(F)F)CC1	-4%	-2%	2%
Cc1ccc(Cl)cc1N1CCN(S(=O)(=O)c2ccc3c(c2)C(C(C)C)C(=O)N3)CC1 (stereo not drawn)	-1%	?	?
CCOC(=O)c1cc(S(=O)(=O)N2CCN(c3cccc(C)c3C)CC2)[nH]n1	-5%	-5%	-11%

This part in full, from the first entry:
SMILES	Tau ThT inhib	Tau FP inhib	Tau fluor cs
Cc1cc2nc(NC(=O)c3ccc(S(=O)(=O)N4CCOCC4)cc3)sc2cc1C	3%	-9%	-15%
COc1ccccc1CCNC(=O)C1CCN(c2nc3ccccc3nc2C(F)(F)F)CC1	-4%	-2%	2%
Cc1ccc(Cl)cc1N1CCN(S(=O)(=O)c2ccc3c(c2)C(C(C)C)C(=O)N3)CC1 (stereo not drawn)	-1%	?	?
CCOC(=O)c1cc(S(=O)(=O)N2CCN(c3cccc(C)c3C)CC2)[nH]n1	-5%	-5%	-11%
COc1ccccc1NC(=O)c1ccc(CN2C(=O)C(C)=C(c3ccc(C)c(C)c3)S2(=O)=O)cc1	4%	-9%	-11%
COc1cccc(-c2cc(C(=O)NCCc3ccc(C)cc3)[nH]n2)c1	?	-12%	-9%
O=C(O)Cc1ccc(NC2(c3ccccc3)C(=O)c3ccccc3C2=O)cc1	-4%	-6%	-7%
O=C(COc1ccccc1F)Nc1ccc2nc(SCCOc3ccccc3)sc2c1	-19%	?	-29%
CC(=O)Nc1nonc1-c1nnc(SCc2ccccc2)n1C	1%	1%	6%
O=C(CSc1nccn1Cc1ccccc1)NCc1ccco1	-15%	-5%	-8%

The final 3 entries of the section before open the next one.
SMILES	Tau ThT inhib	Tau FP inhib	Tau fluor cs
O=C(COc1ccccc1F)Nc1ccc2nc(SCCOc3ccccc3)sc2c1	-19%	?	-29%
CC(=O)Nc1nonc1-c1nnc(SCc2ccccc2)n1C	1%	1%	6%
O=C(CSc1nccn1Cc1ccccc1)NCc1ccco1	-15%	-5%	-8%
CCC(C(=O)Nc1cccc(-c2nc3cccnc3s2)c1C)c1ccccc1 (stereo not drawn)	2%	-6%	0%
Cc1cccc(C(=O)N2c3nc(-c4ccco4)nn3C3(CCCCC3)[C@@H]3CCCC[C@@H]32)c1	-1%	8%	-2%
CC1CCc2nc(NC(=O)Cc3ccc(Cl)cc3)sc2C1 (stereo not drawn)	-6%	?	?
COc1ccccc1N1CCN(c2ccc(-c3nc(-c4ccccc4C)no3)cc2[N+](=O)[O-])CC1	5%	5%	-3%
Cc1nn2c(=O)cc(COC(=O)c3ccc(NC(=O)c4cccs4)cc3)nc2s1	-7%	10%	-4%
CC(C)C(=O)Nc1ccc2nc(SCC(=O)N3CCOCC3)sc2c1	-12%	-3%	-9%
Cc1ccccc1C(=O)NC1(C(F)(F)F)C(=O)Nc2c1c(=O)[nH]c(=O)n2CCc1ccccc1 (stereo not drawn)	0%	-3%	4%
CCCCc1ccc(NC(=O)CSc2nnc3[nH]c(=O)cc(C)n23)cc1	-12%	10%	-4%
CCc1cccc(NS(=O)(=O)c2cc(-c3cnc(C)o3)ccc2OC)c1	-2%	1%	-17%
CC1CCCCN1C(=O)CSc1nc2ccccc2nc1Cc1ccc(Cl)cc1 (stereo not drawn)	-13%	-6%	-15%
CC(=O)N1c2ccccc2C(=O)C1N1CCN(c2ccc(F)cc2)CC1 (stereo not drawn)	-9%	4%	-17%
COc1ccccc1NC(=O)CCNS(=O)(=O)c1ccc2c(c1)CCCC(=O)N2	-2%	-12%	-7%
COc1cc(C(=O)NCC(c2ccc(Cl)cc2)N2CCOCC2)cc(OC)c1OC (stereo not drawn)	-3%	-3%	-7%
CCn1c(CN2CCOCC2)nc2cc(NC(=O)c3cc(OC)c(OC)c(OC)c3)ccc21	-3%	-4%	-6%
CCOc1ccc(CNC(=O)c2ccc3oc(=O)n(Cc4ccccc4)c3c2)cc1	-8%	0%	-29%
CCOc1ccc(NC(=O)Cc2c[nH]c3ccccc23)cc1	-17%	2%	-10%
Cc1ccccc1CN1C(=O)c2ccccc2S(=O)c2ccc(C(=O)NCc3ccccc3)cc21 (stereo not drawn)	-10%	-8%	-26%
O=C(Nc1ccc(S(=O)(=O)N(Cc2ccccc2)c2ccccc2)cc1)c1ccc([N+](=O)[O-])cc1	7%	-6%	?
CCc1ccc(NC(=O)c2cc(CN3CCOCC3)on2)cc1	-6%	5%	2%
Cc1ccc(CCNC(=O)CN2N=C(c3ccc(C)cc3)CCC2=O)cc1	-7%	-2%	-7%
CCc1nn2c(=O)cc(COC(=O)c3ccco3)nc2s1	5%	-2%	4%
CCN1c2ccccc2-c2nc(SCC(=O)Nc3c(C)cc(C)cc3C)ncc2S1(=O)=O	-1%	-12%	-13%
Cc1ccc(-c2cn3c(n2)sc2cc(C(=O)NCc4cccs4)ccc23)c(C)c1	1%	-11%	-23%
COc1cc(OC)c(NC(=O)c2cc(S(=O)(=O)N3CCCC3)cn2C)cc1Cl	2%	1%	11%
COc1ccc(-c2noc(-c3ccc(NCC4CCCO4)c([N+](=O)[O-])c3)n2)cc1OC (stereo not drawn)	0%	-10%	-2%
Cc1ccc(NC(=O)Cn2c(=O)n(Cc3ccccc3)c(=O)c3c(C)c(C(=O)N(C)C)sc32)c(C)c1	0%	-8%	-19%
CCCCn1c(SCC(=O)Nc2ccc(F)cc2)nc2c(sc3ccccc32)c1=O	0%	-9%	-4%
CCCCOc1ccc(S(=O)(=O)Nc2ccc(-c3ccc(N4CCCCCC4)nn3)cc2)cc1	-20%	-11%	?
O=C(NCc1cccc(Br)c1)c1ccc(-n2cnc3cccnc32)cc1	-16%	-2%	-25%
CCOc1ccccc1CNC(=O)c1sc2ncccc2c1-n1cccc1	-3%	2%	3%
O=C(NCc1ccccc1F)C1CCCN(C(=O)N2CCOc3ccccc32)C1 (stereo not drawn)	1%	12%	?
CCOc1cccc(C(=O)N2CCC(c3nc4ccccc4s3)CC2)c1	-10%	6%	-5%
Cc1ccc(-c2ccc(=O)n(CC(=O)NCCc3ccc(Cl)cc3)n2)cc1	-19%	10%	-19%
COc1ccc(N2CCN(c3ncnc4c3nnn4C)CC2)cc1	?	-3%	-19%
O=C(NCC(c1cccnc1)N1CCN(c2ccccc2F)CC1)C(=O)Nc1ccc(F)cc1F (stereo not drawn)	-8%	3%	-11%
Cc1sc(-c2cc3ccccc3oc2=O)nc1-c1ccc(Cl)c(Cl)c1	-5%	-5%	-7%
CC(=O)c1ccc(N2CCN(S(=O)(=O)c3ccc4c(c3)C(C)(C)C(=O)N4)CC2)cc1	-12%	-2%	-20%
COc1ccccc1CN(Cc1ccco1)c1cnc(S(C)(=O)=O)nc1C(=O)Nc1ccccc1Cl	-8%	-4%	-21%
CCc1ccc(NC(=O)CSc2nc(-c3ccccc3)no2)cc1	-1%	?	-24%
COc1ccc(CNC(=O)c2cc(-c3ccc(C)c(C)c3)n[nH]2)cc1	3%	?	-23%

Of the compounds above, these have a CF3 group:
SMILES	Tau ThT inhib	Tau FP inhib	Tau fluor cs
COc1ccccc1CCNC(=O)C1CCN(c2nc3ccccc3nc2C(F)(F)F)CC1	-4%	-2%	2%
Cc1ccccc1C(=O)NC1(C(F)(F)F)C(=O)Nc2c1c(=O)[nH]c(=O)n2CCc1ccccc1 (stereo not drawn)	0%	-3%	4%

The results go on.
SMILES	Tau ThT inhib	Tau FP inhib	Tau fluor cs
CCOC(=O)N1CCN(C(=O)c2cnn(-c3cccc(C)c3)c2-n2cccc2)CC1	0%	-3%	-6%
Cc1nnc(NC(=O)CSc2nccn2Cc2ccccc2)s1	-7%	-1%	-7%
Cc1nc(-c2ccc(C)c(S(=O)(=O)N3CCC(C(=O)NCc4ccc(Cl)cc4)CC3)c2)no1	6%	?	-14%
O=S(=O)(NCCc1csc2nc(-c3ccccc3)nn12)c1cc(F)ccc1F	7%	?	-19%
COc1ccc(C(=O)Nc2nnc(S(=O)(=O)N(CC(C)C)c3ccccc3)s2)cc1	?	-6%	-11%
Cc1ccc(NC(=O)CSc2nc(=O)n(Cc3ccco3)c3c2CCC3)cc1F	-9%	-4%	-11%
CCc1c(C)sc2c1CCN(C(=O)Nc1cc(OC)c(OC)c(OC)c1)C2c1ccccc1 (stereo not drawn)	10%	?	-9%
COc1ccc(CNC(=O)c2ccc(Cn3c(=O)c4cccn4c4cccnc43)cc2)cc1OC	?	-8%	?
Cn1cnc(S(=O)(=O)N2CCC(C(=O)N3CCN(c4ccccc4F)CC3)CC2)c1	1%	-11%	-6%
Cc1ccc(Cl)cc1-n1c(SCC(=O)NCc2ccccc2)nc2n[nH]c(C)c2c1=N	3%	-7%	-1%
CCCN1C(=O)C(O)(CC(=O)c2ccc(CC)cc2)c2ccccc21 (stereo not drawn)	4%	1%	0%
CN(C)c1ccc(C(CNC(=O)c2cccc(C(F)(F)F)c2)N2CCCC2)cc1 (stereo not drawn)	-16%	12%	-18%
Cc1ccc(NC(=O)Cn2c(=O)ccc3cc(S(=O)(=O)N4CCC(C)CC4)ccc32)cc1Cl	?	?	-19%
Cn1c(=O)[nH]c2cc(-c3noc(-c4ccc(Br)cc4)n3)ccc21	?	8%	7%
COc1cc(NC(=O)CCCc2nnc3n(CC(C)C)c(=O)c4sccc4n23)cc(OC)c1	6%	-3%	-27%
Cc1ccc(Cl)cc1NC(=O)CCC(=O)N1CC(C)Sc2ccccc21 (stereo not drawn)	-16%	-1%	?
Cc1ccc(Cl)cc1NC(=O)CN1C(=O)CSc2ccc(S(=O)(=O)N3CCCC3)cc21	13%	-7%	-25%
CCOC(=O)c1c(NC(=O)c2cc3nc(-c4ccc(OC)cc4)cc(C(F)(F)F)n3n2)sc(C)c1C	3%	2%	5%
COc1ccc(CNC(=O)c2ccc3c(c2)nc2n3CCCCC2)cc1	6%	-3%	1%
CCOc1ccc(-c2cc3c(=O)n(CC(=O)NCc4ccc(F)cc4)ccn3n2)cc1	1%	6%	4%
COc1ccc(Cn2c(=O)c3oc4ccccc4c3n(Cc3ccccc3)c2=O)cc1	8%	-7%	-10%
CCCNC(=O)C1CCN(c2nc3ccc(C)cc3[nH]2)CC1	-1%	1%	0%
COc1ccc(-c2nc(CSCC(=O)N3CCN(c4cccc(C)c4C)CC3)c(C)o2)cc1OC	?	2%	-10%
CSc1ccc(CCNC(=O)C(C)n2nc(C)c3c(C)n(-c4ccccc4)nc3c2=O)cc1 (stereo not drawn)	?	7%	2%
COc1ccc(C2c3c(n(C)c4ccccc34)C(=O)N2CC(=O)Nc2ccccc2F)cc1 (stereo not drawn)	1%	-10%	-19%
Cc1ccc2[nH]c3c(=O)n(CC(=O)N(CCN(C)C)Cc4ccccc4)ncc3c2c1	-23%	-3%	-12%
CCOC(=O)c1ccc(OC(=O)c2cn(-c3ccc(C)cc3)c(=O)c3ccccc23)cc1	-5%	-9%	-7%
Cc1cccc(CC(=O)NC2CC(=O)N(c3ccccc3)C2)c1 (stereo not drawn)	-6%	-3%	-4%
Cc1ccc2c(c1)N(C(=O)N1CCC(C(=O)NC3CCCCCC3)CC1)CC(C)O2 (stereo not drawn)	?	8%	10µM*[quencher]
Cc1cccc(Cn2cccc2CNS(=O)(=O)c2ccccc2F)c1	-2%	1%	-14%

Given with two lines to a compound: entries from further up.
Results follow in this order: Tau ThT inhib, Tau FP inhib, Tau fluor cs
COc1ccc(Cn2c(=O)c3oc4ccccc4c3n(Cc3ccccc3)c2=O)cc1
  8%, -7%, -10%
CCCNC(=O)C1CCN(c2nc3ccc(C)cc3[nH]2)CC1
  -1%, 1%, 0%
COc1ccc(-c2nc(CSCC(=O)N3CCN(c4cccc(C)c4C)CC3)c(C)o2)cc1OC
  ?, 2%, -10%

Next part
SMILES	Tau ThT inhib	Tau FP inhib	Tau fluor cs
CN(C)c1ccc(CNC(=O)c2ccc(NC(=O)N3CCCCc4ccccc43)cc2)cc1	-10%	5%	-17%
CC(C)Oc1ccc(CNC(=O)c2cc3cccc4c3n2CC(C)S4)cc1 (stereo not drawn)	-1%	?	-26%
COc1cccc(C(=O)NCCc2csc(-c3cccc(F)c3)n2)c1OC	-14%	-9%	-14%
CCNC(=O)c1cnc2c(-c3ccccc3)c(C)nn2c1C	-1%	1%	6%
CCCCOc1ccc(C(=O)NCCc2csc3nc(-c4ccccc4F)nn23)cc1	-15%	0%	-22%
COc1ccc2c(c1)CC(C(=O)NCCc1ccc(S(N)(=O)=O)cc1)CO2 (stereo not drawn)	-6%	0%	-2%
CCOc1ccc(-n2c(SCC(=O)NCc3ccco3)nc3c([nH]c4ccccc43)c2=O)cc1	2%	-3%	2%
COc1ccc2c(c1)c1c(c(=O)n(-c3cccc(Cl)c3)c(=O)n1C)n2C	17%	0%	11%
COc1cc(OC)cc(N2C(=O)N(CC(=O)c3ccc(F)cc3)c3ccccc3S2(=O)=O)c1	8%	?	-12%
COc1cccc(Cn2c(=O)cc(C)c3c(C)nn(C)c32)c1	?	2%	-10%
